L3MBTL1 block: inhibitors of human L3MBTL1 | Q9Y468 | AlphaScreen L3MBTL1–H3K9me1 peptide binding | Potency, µM (titrated, usually from 57.1 µM), without a hit: at the highest dose activity, negative = inhibition, hits mostly inhibitors | 230,000 tested, 0.66% active; also: nearly all actives have a fitted effect of over 60% in size
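Read-out is AlphaScreen signal from streptavidin donor and nickel chelate acceptor beads (10 ug/mL final each) bridging L3MBTL1 (50 nM) and biotinylated K9-monomethylated H3(1-15) peptide (75 nM), after 30 min compound exposure at room temperature.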
TexasRed fluor: counter-screen for TRb-SRC2 inhibitors: fluorescence interference | AID 1479 | Potency, µM (top dose mostly 106 µM), inactives show top-dose fluorescence change, negative = quenching | 280,000 tested, 0.29% active | TRb/SRC2 Texas Red total fluorescence interference; active = well fitted curve in either direction with a large enough effect; inconclusive = small, poorly fitted or top-dose-only effect
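Human TRb ligand-binding domain at 0.6 uM with 20 nM Texas Red SRC2 peptide in Tris buffer containing 1 uM T3 and 5% DMSO, incubated with compound 5 h at ambient temperature. Total fluorescence (555/632 nm) calculated as parallel + 2 × perpendicular.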
Tau FP inhib: inhibitors of human tau fibril formation | Potency, µM (top dose mostly 57.7 µM), for inactives: at the top dose activity, negative = inhibition, most hits filed as inhibitors | 280,000 tested, 0.39% active | P10636 | K18 P301L tau heparin fibrillization, Alexa594 FP, 6 h; also: nearly all actives have a fitted effect of over 55% in size
Target sequence (P10636 561-689 P618L limits assumed): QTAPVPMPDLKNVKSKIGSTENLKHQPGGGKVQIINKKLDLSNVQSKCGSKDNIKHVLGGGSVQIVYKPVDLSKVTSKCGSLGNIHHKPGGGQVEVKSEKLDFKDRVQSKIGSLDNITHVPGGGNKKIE
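Heparin (20 uM) drove fibril formation of recombinant tau K18 P301L, 15 uM unlabeled with 0.24 uM Alexa 594 label, for 6 hr at 37 C in 100 mM sodium acetate pH 7. Fluorescence polarization (555/632 nm) read 1 hr after 30 uM ThT.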
TRb SRC2 PPI: disrupts binding of human TR beta to SRC2; P10828; Potency, µM (top dose mostly 106 µM), for the others: top-dose activity change, negative = inhibition, usual class: inhibitors; TRbeta-SRC2 peptide binding, fluorescence polarization; receptor liganded with 1 µM T3; AID 1469; 280,000 tested, 0.065% active;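 also: plate controls were bound peptide for no effect and peptide without receptor for full effect; nearly all actives have a fitted effect of over 50% in size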
Target sequence (P10828 whole entry, looked up): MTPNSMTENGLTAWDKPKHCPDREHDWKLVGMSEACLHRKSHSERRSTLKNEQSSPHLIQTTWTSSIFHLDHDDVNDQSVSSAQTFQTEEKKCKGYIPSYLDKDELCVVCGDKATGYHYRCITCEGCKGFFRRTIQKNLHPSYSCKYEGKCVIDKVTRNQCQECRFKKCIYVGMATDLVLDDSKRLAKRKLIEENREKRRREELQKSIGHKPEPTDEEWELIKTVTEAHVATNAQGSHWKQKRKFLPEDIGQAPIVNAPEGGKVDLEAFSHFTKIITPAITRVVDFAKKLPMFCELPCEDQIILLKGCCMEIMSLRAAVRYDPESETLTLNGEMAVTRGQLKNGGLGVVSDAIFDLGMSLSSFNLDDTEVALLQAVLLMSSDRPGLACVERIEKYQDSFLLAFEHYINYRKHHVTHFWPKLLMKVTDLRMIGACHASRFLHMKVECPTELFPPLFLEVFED
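Fluorescence polarization of 20 nM Texas Red SRC2 peptide with 0.6 uM human TRb ligand-binding domain, in Tris buffer with 1uM T3 and 5% DMSO. Incubated 5 hr ambient; normalized to unbound and bound controls.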
GoLoco inh red: blocks human Gai1 binding to RGS12 GoLoco peptide, red readout. Gai1:RGS12 GoLoco peptide FP, rhodamine, 10 min. Potency, µM (doses to about 61.6 µM), for the others: at the top dose activity, negative = inhibition, hits mostly inhibitors. 230,000 tested, 0.44% active; active = well fitted inhibition curve with a large enough effect, not every such curve was filed as active; inactive = no such curve, though single readings can be large or run the other way; also: nearly all actives have a fitted effect of over 30% in size; many of its hits are not listed in these tables
KDM4E inh: inhibitors of human JMJD2E histone demethylase | JMJD2E catalytic domain, FDH-coupled NADH fluorescence (FDH is formaldehyde dehydrogenase) | Potency, µM (highest dose often 57.1 µM), for the others: top-dose activity change, negative = inhibition, most hits filed as inhibitors | 230,000 tested, 1.6% active; active = well fitted inhibition curve with a large enough effect, not every such curve was filed as active; inconclusive = small, poorly fitted or top-dose-only effect, or another doubt; inactive = no such curve, though single readings can be large or run the other way;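 also: 0% = wells with enzyme and -100% = buffer wells without enzyme; nearly all actives have a fitted effect of over 50% in size; many of its hits are not listed in these tables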
Target sequence (B2RXH2 1-337 limits assumed): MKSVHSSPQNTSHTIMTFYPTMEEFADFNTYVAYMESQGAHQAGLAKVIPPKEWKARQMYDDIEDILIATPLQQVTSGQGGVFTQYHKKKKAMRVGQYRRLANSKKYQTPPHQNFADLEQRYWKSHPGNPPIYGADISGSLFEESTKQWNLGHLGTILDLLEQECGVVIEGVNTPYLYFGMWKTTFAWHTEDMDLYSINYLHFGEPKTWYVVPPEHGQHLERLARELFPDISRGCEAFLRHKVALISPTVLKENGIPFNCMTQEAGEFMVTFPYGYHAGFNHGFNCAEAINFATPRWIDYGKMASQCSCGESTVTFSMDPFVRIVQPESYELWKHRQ
RECQ1 inh: inhibitors of human RECQ1 DNA helicase | AID 2549 | RECQ1 DNA unwinding, red fluorescence kinetic read | 240,000 tested, 0.54% active | Potency, µM (series often up to 57.3 µM), for the others: at the highest dose activity, negative = inhibition, most hits filed as inhibitors | P46063;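 also: plate controls were vehicle for no effect and no enzyme for full effect; nearly all actives have a fitted effect of over 30% in size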
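RECQ1T1 50 nM; forked duplex (20 bp + 30-nt ss tails) 200 nM, ATP 2 mM final; pH 8.0, 2 mM MgCl2, 2.5 ug/ml poly(dI-dC); 15 min compound preincubation; discontinuous kinetic read over 2 h at RT.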
Tau fibril ThT: inhibitors of human tau fibril formation, thioflavin T binding; P10636; recombinant tau K18 P301L (four-repeat tau fragment), heparin-induced fibrillization, ThT fluorescence; Potency, µM (doses to about 57.4 µM), for the others: at the top dose activity, negative = inhibition, usual class: inhibitors; 270,000 tested, 2.1% active; also: nearly all actives have a fitted effect of over 55% in size
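Heparin-induced (20 uM) aggregation of recombinant human K18 P301L tau, 15 uM unlabeled with 0.24 uM labeled, pH 7 acetate buffer, 6 hr at 37 C with compound. Fibrils quantified by 30 uM ThT fluorescence after 1 hr ambient incubation.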
Starred values were filed as active, the others as inactive; [ ] = another dose, or the depositor's remark. Unless noted, calls follow the shape of the dose curve; as a rule, active = well fitted curve in the direction sought with a large enough effect; inconclusive = small, poorly fitted or top-dose-only effect, or another doubt; inactive = no such curve, though single readings can be large; an effect the other way counts as inactive or inconclusive. Unless noted, % is scaled to controls: 0 for no effect and ±100 for the full control effect; potency is read from the fitted curve at half-maximal effect.

COC(=O)C1=C(NC(=O)c2ccccc2C)CCS1 was read as L3MBTL1 block 2%, TexasRed fluor -2%, Tau FP inhib -6%, TRb SRC2 PPI 6%, GoLoco inh red 0%, KDM4E inh -17%, RECQ1 inh -15% and Tau fibril ThT -12%.
Screening O=C(Nc1ccc2c(c1)OCCO2)N1CCN(c2ccccc2)CC1 returned L3MBTL1 block 1%, TexasRed fluor -6%, Tau FP inhib 2%, TRb SRC2 PPI 4%, GoLoco inh red 6%, KDM4E inh -1%, RECQ1 inh -7% and Tau fibril ThT inconclusive.
For COCc1ccc(CN2CCCC(CO)(Cc3cccc(OC)c3)C2)o1 (stereo unspecified) the results were L3MBTL1 block 4%, TexasRed fluor 0%, Tau FP inhib 4%, TRb SRC2 PPI 2%, GoLoco inh red 8%, KDM4E inh -4%, RECQ1 inh -10% and Tau fibril ThT -10%.
`O=C(c1cnn2c(C(F)F)cc(-c3ccccc3)nc12)N1CCCc2ccccc21` gave TexasRed fluor 1%, Tau FP inhib 2%, TRb SRC2 PPI 5%, GoLoco inh red -2%, KDM4E inh 2%, RECQ1 inh -5% and Tau fibril ThT -12%.
Screening Cc1cccc(C(=O)NNC(=O)CCC(=O)Nc2cccc(Cl)c2C)c1 returned L3MBTL1 block 0%, TexasRed fluor -1%, Tau FP inhib 1%, TRb SRC2 PPI -5%, GoLoco inh red 5%, KDM4E inh -1%, RECQ1 inh -3% and Tau fibril ThT 1%.
Screening CCOC(=O)C1(Cc2cccc(Cl)c2)CCCN(C(=O)c2ccc(C)nc2)C1 (stereo unspecified) returned L3MBTL1 block -3%, TexasRed fluor -2%, Tau FP inhib -7%, TRb SRC2 PPI 6%, GoLoco inh red -3%, KDM4E inh 11%, RECQ1 inh inactive and Tau fibril ThT -1%.
Cc1ccc(/C=C/C(=O)N2CCC(c3nc4ccccc4o3)CC2)cc1 was read as TexasRed fluor inconclusive, Tau FP inhib -3%, TRb SRC2 PPI -2% and Tau fibril ThT -12%.
Screening Clc1ccc(NCn2cncn2)nc1 returned L3MBTL1 block -8%, TexasRed fluor 2%, Tau FP inhib -2%, TRb SRC2 PPI 1%, GoLoco inh red 4%, KDM4E inh -5%, RECQ1 inh -6% and Tau fibril ThT -10%.
Screening O=C(NCc1ccccc1Cl)c1ccc2c(c1)N(Cc1ccccc1)C(=O)c1ccccc1S2 returned TexasRed fluor 0%, Tau FP inhib -20%, TRb SRC2 PPI 2% and Tau fibril ThT 10%.
`C#CCOCCOCCOCCNc1nc(N2CCN(C(=O)[C@H](CCC(=O)O)n3cc(C(N)[C@H](C)CC)nn3)CC2)nc(N2CCN(C(=O)[C@H](Cc3ccc(O)cc3)n3cc(C(N)[C@H](C)CC)nn3)CC2)n1` (stereo partly specified) gave L3MBTL1 block -13%, TexasRed fluor -1%, Tau FP inhib inconclusive, TRb SRC2 PPI 1%, GoLoco inh red -2%, KDM4E inh 6%, RECQ1 inh -17% and Tau fibril ThT -3%.
`CC1CCCC(NC(=O)C2CCC(CNc3c(N4CCCC4)c(=O)c3=O)CC2)C1C` (stereo unspecified) gave TexasRed fluor -5%, Tau FP inhib -4%, TRb SRC2 PPI 1%, GoLoco inh red 5%, KDM4E inh -1% and RECQ1 inh -10%.
Screening CCCC(=O)Nc1ccc(C(=O)NNC(=O)c2ccco2)cc1 returned L3MBTL1 block 1%, TexasRed fluor -1%, Tau FP inhib -1%, TRb SRC2 PPI 6%, GoLoco inh red -2%, KDM4E inh inconclusive, RECQ1 inh -3% and Tau fibril ThT -4%.
`COc1cc(/C=C/C(=O)O)cc(S(=O)(=O)Nc2cc(Cl)c(Cl)cc2Cl)c1OC` gave L3MBTL1 block 5%, TexasRed fluor -6%, Tau FP inhib 11%, TRb SRC2 PPI 7%, GoLoco inh red 5%, KDM4E inh -3%, RECQ1 inh 1% and Tau fibril ThT -10%.
For CCc1ccccc1Nc1nc(N)nc(COC(=O)c2cccn2C)n1 the results were L3MBTL1 block -5%, TexasRed fluor -4%, Tau FP inhib -3%, TRb SRC2 PPI 0%, GoLoco inh red 3%, KDM4E inh 1%, RECQ1 inh -5% and Tau fibril ThT -10%.
`CCCCN1CNC(=S)N(c2cc(C)ccc2C)C1` gave TexasRed fluor 1%, Tau FP inhib 8%, TRb SRC2 PPI 2%, GoLoco inh red 9%, KDM4E inh 0%, RECQ1 inh -2% and Tau fibril ThT -5%.
Screening Cc1nn(Cc2cccc(F)c2)c(C)c1NC(=O)c1c(Cl)cnn1C returned L3MBTL1 block 4%, TexasRed fluor -6%, Tau FP inhib 1%, TRb SRC2 PPI -4%, GoLoco inh red 6%, KDM4E inh -3%, RECQ1 inh -7% and Tau fibril ThT 4%.
CCCS(=O)(=O)c1nc(S(=O)(=O)c2ccc(C)cc2)c(N(C)Cc2ccccc2)s1 was read as TexasRed fluor -1%, Tau FP inhib 3%, TRb SRC2 PPI 8% and Tau fibril ThT 3%.
Screening CCOC(=O)c1cc(-c2ccc(OC)cc2)n(CCC(=O)NCCN2CCC(C)CC2)c1C returned TexasRed fluor 0%, Tau FP inhib 14%, TRb SRC2 PPI 0%, GoLoco inh red 13%, KDM4E inh 0%, RECQ1 inh -2% and Tau fibril ThT -11%.
`O=C(Nc1sc2c(c1C(=O)NCc1ccco1)CCCC2)c1cc(=O)c2cc(Cl)ccc2o1` gave TexasRed fluor -23%, Tau FP inhib -1%, TRb SRC2 PPI 10% and Tau fibril ThT inconclusive.
For CCCCC1(C)NC(=O)N(CC(=O)Nc2ccc(S(=O)(=O)N3CCOCC3)cc2)C1=O (stereo unspecified) the results were L3MBTL1 block -20%, TexasRed fluor -5%, Tau FP inhib 2%, TRb SRC2 PPI 2%, GoLoco inh red 57%[activator], KDM4E inh 5%, RECQ1 inh -3% and Tau fibril ThT 2%.
`COC(=O)CCn1nnc(-c2cccs2)n1` gave L3MBTL1 block 1%, TexasRed fluor 2%, Tau FP inhib 0%, TRb SRC2 PPI -6%, GoLoco inh red -1%, KDM4E inh 8%, RECQ1 inh -1% and Tau fibril ThT -11%.
For O=C(Nc1ccccc1)c1cccc(S(=O)(=O)NCc2ccco2)c1 the results were L3MBTL1 block -2%, TexasRed fluor -4%, Tau FP inhib -8%, TRb SRC2 PPI -4%, GoLoco inh red 5%, KDM4E inh -4%, RECQ1 inh -5% and Tau fibril ThT -18%.
Screening Cc1ccc(-n2nc(C)c3c(C(=O)Nc4ccc(Br)c(C)c4)cc(C)nc32)cc1 returned TexasRed fluor 1%, Tau FP inhib -12%, TRb SRC2 PPI 6% and Tau fibril ThT -15%.
Screening Nn1c(SCC(=O)N2CCN(S(=O)(=O)c3ccccc3)CC2)nnc1-c1cccs1 returned L3MBTL1 block 2%, TexasRed fluor -3%, Tau FP inhib -6%, TRb SRC2 PPI -1%, GoLoco inh red 1%, KDM4E inh -22%, RECQ1 inh -2% and Tau fibril ThT -7%.
For Cc1ccc(S(=O)(=O)N(CCc2ccccc2)CC(=O)Nc2ccccc2C)cc1 the results were TexasRed fluor -5%, Tau FP inhib -1%, TRb SRC2 PPI 5% and Tau fibril ThT -5%.
For O=C(O)c1ccc2c(c1)C(=O)N([C@H](Cc1ccc([N+](=O)[O-])cc1)C(=O)O)C2=O the results were L3MBTL1 block 4%, TexasRed fluor 0%, TRb SRC2 PPI 2% and RECQ1 inh 6%.
Screening COc1ccc(C2SCC(=O)N2c2c(C)n(C)n(-c3ccccc3)c2=O)cc1 (stereo unspecified) returned L3MBTL1 block 4%, TexasRed fluor -2%, Tau FP inhib 2%, TRb SRC2 PPI -13%, GoLoco inh red 8%, KDM4E inh 5%, RECQ1 inh -5% and Tau fibril ThT -1%.
CCOC(=O)c1cnn(-c2nc(C)cc(C)n2)c1N was read as TexasRed fluor -1%, Tau FP inhib 8%, TRb SRC2 PPI -10%, GoLoco inh red 8%, KDM4E inh -5%, RECQ1 inh -4% and Tau fibril ThT -18%.
Screening Cc1ccc(NC(=O)CC2Nc3ccccc3NC2=O)cc1C (stereo unspecified) returned TexasRed fluor -3%, Tau FP inhib 14%, TRb SRC2 PPI 5% and Tau fibril ThT -17%.
Screening Cc1ccc(N(CC(=O)NCc2cccnc2)S(C)(=O)=O)cc1C returned L3MBTL1 block 8%, TexasRed fluor -6%, Tau FP inhib 1%, TRb SRC2 PPI 4%, GoLoco inh red 1%, KDM4E inh 6%, RECQ1 inh inconclusive and Tau fibril ThT 1%.
`O=C1C=C(c2ccc(Cl)cc2)OC2(CCCC2)O1` gave L3MBTL1 block -2%, TexasRed fluor 0%, Tau FP inhib -2%, TRb SRC2 PPI -19%, GoLoco inh red -2%, KDM4E inh -3%, RECQ1 inh -7% and Tau fibril ThT -9%.

Quoted at random: four compounds from above, in no set order.
`O=C1C=C(c2ccc(Cl)cc2)OC2(CCCC2)O1` gave L3MBTL1 block -2%, TexasRed fluor 0%, Tau FP inhib -2%, TRb SRC2 PPI -19%, GoLoco inh red -2%, KDM4E inh -3%, RECQ1 inh -7% and Tau fibril ThT -9%.
Screening COc1ccc(C2SCC(=O)N2c2c(C)n(C)n(-c3ccccc3)c2=O)cc1 (stereo unspecified) returned L3MBTL1 block 4%, TexasRed fluor -2%, Tau FP inhib 2%, TRb SRC2 PPI -13%, GoLoco inh red 8%, KDM4E inh 5%, RECQ1 inh -5% and Tau fibril ThT -1%.
CCOC(=O)c1cnn(-c2nc(C)cc(C)n2)c1N was read as TexasRed fluor -1%, Tau FP inhib 8%, TRb SRC2 PPI -10%, GoLoco inh red 8%, KDM4E inh -5%, RECQ1 inh -4% and Tau fibril ThT -18%.
Screening Cc1ccc(NC(=O)CC2Nc3ccccc3NC2=O)cc1C (stereo unspecified) returned TexasRed fluor -3%, Tau FP inhib 14%, TRb SRC2 PPI 5% and Tau fibril ThT -17%.

Assay outcomes deposited in PubChem BioAssay by National Center for Advancing Translational Sciences (NCATS).

Not all compounds are listed; the hit share may differ from the screen's.
